Screens (PubChem BioAssay)
TRb-SRC2 inh = qHTS for Inhibitors of the Interaction of Thyroid Hormone Receptor and Steroid Receptor Coregulator 2; Potency, µM (top dose mostly 106 µM), inactives show top-dose activity change, negative = inhibition, usual class: inhibitors; TRbeta-SRC2 peptide binding, fluorescence polarization; receptor liganded with 1 µM T3; AID 1469, 2008; hit rate 0.065% among 280,000;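 also: plate controls were bound peptide for no effect and peptide without receptor for full effect; nearly all actives have a fitted effect of over 50% in size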
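Polarization signal, normalized between peptide-alone and full complex controls, measured compound effects on T3-liganded human TRb LBD (0.6 uM) binding 20 nM Texas Red SRC2 peptide after 5 hr.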
GLA spleen mod = qHTS Assay for Inhibitors and Activators of Human alpha-Galactosidase From Spleen Homogenate | Alpha-galactosidase A (Homo sapiens), P06280 | human spleen homogenate, 4MU-alpha-Gal fluorescence, 40 min | AID 2107, 2009 | Potency, µM (doses to about 80 µM), for the others: top-dose activity change, negative = inhibition, hits mostly inhibitors | hit rate 0.008% among 240,000;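 also: 0% = enzyme with vehicle and -100% = no enzyme basal signal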
Target sequence (P06280 32-429 limits assumed): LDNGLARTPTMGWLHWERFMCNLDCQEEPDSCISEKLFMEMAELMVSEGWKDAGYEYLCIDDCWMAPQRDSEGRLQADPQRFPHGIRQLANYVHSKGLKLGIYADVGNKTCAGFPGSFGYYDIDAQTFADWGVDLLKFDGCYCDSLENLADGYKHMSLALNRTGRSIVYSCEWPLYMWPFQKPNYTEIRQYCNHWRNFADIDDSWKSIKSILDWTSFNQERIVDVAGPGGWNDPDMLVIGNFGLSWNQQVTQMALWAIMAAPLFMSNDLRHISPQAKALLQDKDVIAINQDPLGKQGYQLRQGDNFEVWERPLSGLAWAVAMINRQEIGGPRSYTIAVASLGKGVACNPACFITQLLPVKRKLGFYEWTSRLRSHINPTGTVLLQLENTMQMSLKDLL
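Fluorogenic readout (Ex 365/Em 440 nm) of 4-methylumbelliferone released from 1 mM 4-MU-alpha-galactoside by spleen homogenate, 40 min at 37C, pH 5.0. Data normalized to no-enzyme and enzyme controls; Hill-equation AC50 from compound titrations.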
Tau fibril FP = qHTS for Inhibitors of Tau Fibril Formation, Fluorescence Polarization | Microtubule-associated protein tau (Homo sapiens), P10636 | Potency, µM (titrated, usually from 57.7 µM), for the others: at the highest dose activity, negative = inhibition, most hits filed as inhibitors | hit rate 0.39% among 280,000 | K18 P301L tau heparin fibrillization, Alexa594 FP, 6 h; also: nearly all actives have a fitted effect of over 55% in size
Target sequence (P10636 561-689 P618L limits assumed): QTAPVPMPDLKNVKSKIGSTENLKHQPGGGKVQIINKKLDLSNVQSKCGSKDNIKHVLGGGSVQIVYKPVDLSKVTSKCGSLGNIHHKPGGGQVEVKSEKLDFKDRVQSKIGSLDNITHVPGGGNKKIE
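Steps: dispense K18 P301L tau (15 uM plus 0.24 uM Alexa 594 tracer, final) in pH 7 sodium acetate; add compound; add heparin (20 uM final); incubate 6 hr, 37 C; add ThT (30 uM final); after 1 hr ambient, read FP.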
TR SRC2 fluor cs = Total Fluorescence Counterscreen for Inhibitors of the Interaction of Thyroid Hormone Receptor and Steroid Receptor Coregulator 2; TRb/SRC2 Texas Red total fluorescence interference; Potency, µM (top dose mostly 106 µM), for the others: top-dose fluorescence change, negative = quenching; hit rate 0.29% among 280,000; AID 1479, 2009; active = well fitted curve in either direction with a large enough effect; inconclusive = small, poorly fitted or top-dose-only effect
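Human TRβ ligand-binding domain (0.6 uM) and Texas Red SRC2 peptide (20 nM) in Tris buffer with 1 uM T3 and 5% DMSO were incubated with pinned compound for 5 hr at ambient temperature. Total fluorescence was computed as S + 2P (555/632 nm).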
ALDH1A1 inh = qHTS Assay for Inhibitors of Aldehyde Dehydrogenase 1 (ALDH1A1). hit rate 7.3% among 220,000. AID 1030, 2008. Potency, µM (top dose mostly 75.3 µM), without a hit: at the highest dose activity, negative = inhibition, hits mostly inhibitors. Aldehyde dehydrogenase 1A1 (Homo sapiens), P00352. Purified ALDH1A1, NADH fluorescence, propionaldehyde substrate; active = well fitted inhibition curve with a large enough effect, not every such curve was filed as active; inconclusive = small, poorly fitted or top-dose-only effect, or another doubt; inactive = no such curve, though single readings can be large or run the other way;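 also: plate controls were no enzyme wells and a reference inhibitor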
Target sequence (P00352 whole entry, looked up): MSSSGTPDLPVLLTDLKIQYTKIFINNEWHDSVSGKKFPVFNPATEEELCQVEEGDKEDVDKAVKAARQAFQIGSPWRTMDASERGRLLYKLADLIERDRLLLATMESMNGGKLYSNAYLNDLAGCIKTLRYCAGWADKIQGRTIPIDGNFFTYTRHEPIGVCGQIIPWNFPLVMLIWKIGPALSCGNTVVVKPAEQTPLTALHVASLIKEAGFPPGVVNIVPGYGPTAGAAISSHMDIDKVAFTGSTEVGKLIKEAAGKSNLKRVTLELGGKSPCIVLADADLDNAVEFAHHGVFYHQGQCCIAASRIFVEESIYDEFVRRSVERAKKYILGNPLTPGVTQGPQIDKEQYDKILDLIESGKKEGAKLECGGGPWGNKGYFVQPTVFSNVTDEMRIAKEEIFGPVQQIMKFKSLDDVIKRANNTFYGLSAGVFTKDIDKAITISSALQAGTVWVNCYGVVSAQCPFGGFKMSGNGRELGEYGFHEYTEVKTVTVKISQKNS
Tau fluor cs = Counterscreen qHTS for Inhibitors of Tau Fibril Formation, Fluorescence Polarization; tau K18 P301L Alexa594 fluorescence, heparin fibrillization; Potency, µM (titrated, usually from 57.7 µM), for the others: at the top dose activity change, negative = decrease; hit rate 0.93% among 280,000; AID 1463, 2008; also: nearly all actives have a fitted effect of over 55% in size
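Human tau K18 P301L (15 uM unlabeled, 0.24 uM Alexa 594-labeled) in 100 mM sodium acetate pH 7 with 20 uM heparin, 6 hr at 37 C. ThT 30 uM added, 1 hr ambient; Alexa 594 FP and total fluorescence read at 555/632 nm.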
L3MBTL1 inh = qHTS Assay for the Inhibitors of L3MBTL1. AlphaScreen L3MBTL1–H3K9me1 peptide binding. Lethal(3)malignant brain tumor-like protein 1 (Homo sapiens), Q9Y468. hit rate 0.66% among 230,000. AID 485360, 2010. Potency, µM (highest dose often 57.1 µM), inactives show at the highest dose activity, negative = inhibition, most hits filed as inhibitors; also: nearly all actives have a fitted effect of over 60% in size
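First, the protein-peptide complex forms for 30 min at room temperature (L3MBTL1 50 nM, biotinylated H3K9me1 peptide 75 nM). Next, compounds are pin-transferred and incubated 30 min. Finally, AlphaScreen beads are added and read after 30 min.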
Tau fibril ThT = qHTS for Inhibitors of Tau Fibril Formation, Thioflavin T Binding | recombinant tau K18 P301L (four-repeat tau fragment), heparin-induced fibrillization, ThT fluorescence | Potency, µM (series often up to 57.4 µM), for the others: at the top dose activity, negative = inhibition, hits mostly inhibitors | hit rate 2.1% among 270,000 | AID 1460, 2008; also: nearly all actives have a fitted effect of over 55% in size
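Tau K18 P301L fragment (15 uM unlabeled plus 0.24 uM Alexa 594-labeled) in 100 mM sodium acetate pH 7 with compound, fibrillization induced by 20 uM heparin for 6 hr at 37 C. Thioflavin T (30 uM) added, fluorescence read after 1 hr (ex 450, em 510 nm).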
Numbers without * were called inactive; ? = inconclusive; nt = no result given; & = joins results of further samples; [ ] = dose if it differs, or a comment. Unless noted, calls follow the shape of the dose curve; as a rule, active = well fitted curve in the direction sought with a large enough effect; inconclusive = small, poorly fitted or top-dose-only effect, or another doubt; inactive = no such curve, though single readings can be large; an effect the other way counts as inactive or inconclusive. Unless noted, % is scaled to controls: 0 for no effect and ±100 for the full control effect; potency is read from the fitted curve at half-maximal effect.

SMILES	TRb-SRC2 inh	GLA spleen mod	Tau fibril FP	TR SRC2 fluor cs	ALDH1A1 inh	Tau fluor cs	L3MBTL1 inh	Tau fibril ThT
Cc1ccccc1N(CC(=O)N/N=C/c1cc(C)n(-c2ccccc2C)c1C)S(C)(=O)=O	13%	6%	4%	2%	4µM*	-29%	nt	-7%
COc1ccc(CCC(=O)Nc2ccccc2C(F)(F)F)cc1	-5%	1%	0%	0%	-57%	4%	7%	8%
COc1cc(NC(=O)Cc2c(C(=O)O)c(C)cn2C)cc(OC)c1	3%	nt	-2%	-27%	nt	-6%	nt	0%
COc1cc(OC)c(CN2CCN(c3ccc(F)cc3)CC2)cc1Br	-3%	8%	12%	0%	-10%	-16%	-7%	-9%
CC(C)Cn1c(SCc2cccc(F)c2)nc2ccsc2c1=O	4%	nt	-12%	?	nt	-10%	nt	-5%
O=C(COC(=O)c1cnccn1)Nc1cccc2ccccc12	0%	-6%	5%	-1%	-5%	-1%	-13%	-4%
O=C1C2C(c3ccccc3)C=CC(c3ccccc3)C2C(=O)N1C1CCCCC1 (stereo unspecified)	-7%	7%	-4%	-9%	5%	-1%	nt	1%
O=C(O)COc1nsnc1N1CCOCC1	-2%	-3%	5%	-3%	0%	3%	11%	-2%
Cc1cc(NC(=O)CCCN2C(=O)c3cccnc3C2=O)no1	-15%	-4%	-5%	-2%	-3%	-8%	-8%	-4%
CCOC(=O)c1ccc(NC(=O)c2cn(-c3ccccc3)nc2-c2ccc(OC)c(OC)c2)cc1	9%	nt	10µM*	3%	nt	?	nt	?
Cc1ccccc1OCC(=O)Nn1c(COc2ccccc2)nc2ccccc2c1=O	-16%	-4%	-4%	1%	?	-26%	nt	-7%
Cc1ccccc1NC(=O)Cn1nnc(C(=O)NCc2cccs2)c1N	-4%	nt	-10%	1%	nt	-8%	nt	0%
N/C(=N\OC(=O)CCc1ccccc1)c1cccnc1	-3%[53 µM]	1%	2%	0%[53 µM]	23%	-7%	8%	-5%
O=C(NCc1ccco1)C1CCCN1C(=O)NCc1ccccc1 (stereo unspecified)	7%	1%	1%	1%	?	-5%	-4%	-7%
CN(C(=O)Nc1cccc(C(F)(F)F)c1)C1CCCCC1	-3%	-10%	-2%	0%	10%	11%	14%	6%
CCc1nn(CC(=O)NCc2ccc(OC)c(OC)c2)c(=O)c2cc3sc(C)cc3n12	4%	nt	-8%	-10%	nt	-11%	nt	-9%
Cc1ccccc1C(=O)NC1CCN(Cc2nnnn2CCc2ccccc2)CC1	-5%	-2%	1%	-3%	-4%	-1%	?	3%
CC1CCC/C(=N\NC(=O)COc2ccc(Cl)cc2Cl)C1 (stereo unspecified)	0%	-3%	-4%	4%	?	-8%	4%	-13%
Cc1cccc(-c2c3c(=O)n(C)c(=O)n(C)c3cn2C(C)C)c1	-17%	12%	-7%	-3%	?	-9%	nt	-16%
CC(NC(=O)c1ccc(C(F)(F)F)cc1)C(c1ccccc1)N1CCOCC1 (stereo unspecified)	-3%	2%	-8%	0%	3%	1%	2%	4%
Nc1cnccc1C(=O)O	?	2%	?	11%	?	-13%	?	?
O=C(NCc1ccco1)NC(=O)c1csc([N+](=O)[O-])c1	1%	3%	3%	-6%	nt	1%	nt	nt
CCOC(=O)c1cc(-c2csc(COc3ccccc3Cl)n2)on1	0%	3%	-10%	-2%	30%	-25%	6%	?
O=[N+]([O-])c1ccc(CCO)cc1	-2%	23%	nt	-5%	-5%	nt	nt	nt
Cc1cc(NNC(=O)c2ccccc2)nc(NNC(=O)c2ccccc2)n1	3%	-1%	2%[2.34 µM]	-1%	-1%	-2%	-10%	-1%
Cc1ccc(NC(=O)Nc2nnc(-c3ccccc3F)s2)cc1	1%	12%	-9%	-1%	nt	5%	nt	nt
c1ccc(-c2nn3c(Cn4nnc5ccccc54)nnc3s2)cc1	-13%	-13%	0%	0%	3.2µM*	5%	-1%	-12%
COc1cc(C=O)ccc1OS(=O)(=O)c1ccccc1[N+](=O)[O-]	6%	7%	1%	0%	8.9µM*	-1%	-6%	-4%
C=CCc1ccc(O)c(-c2ccc(O)c(CC=C)c2)c1	-9%&7%&1%	-20%&1%&4%	14%	-3%&-4%&0%	7%	?	-12%	-13%
CCCCOc1ccc(Br)cc1/C(C)=N/NC1=NCCN1	0%	6%	7%	1%	-1%	-15%	17%	-14%
O=C(NCCc1ccccc1)C(=O)NCC1OCCN1S(=O)(=O)c1ccc(Cl)cc1 (stereo unspecified)	5%	-3%	5%	-2%	nt	-14%	nt	nt
CCNC(=O)COC(=O)CCNC(=O)c1ccc(Cl)cc1	0%	-4%	-8%	-4%	nt	-12%	11%	-13%
Fc1ccc2nc(-c3ccccc3)nc(SCc3nnc(-c4ccccc4)o3)c2c1	1%	-6%	-13%	-4%	0%	-27%	4%	-2%
CCSc1nccc(-c2nn(-c3ccc(C)cc3)ccc2=O)n1	1%	-1%	5%	-6%	8%	-7%	nt	1%
CC[C@@H](C)C(NC(=O)OC(C)(C)C)c1cn([C@@H](CCC(=O)OC(C)(C)C)C(=O)N2CCN(C(=O)OC(C)(C)C)CC2)nn1 (stereo partly specified)	1%	-5%	11%	-2%	1%	-2%	12%	-14%
CC(=O)c1cc(F)c(N2CCN(CCC#N)CC2)cc1C	-12%	5%	6%	0%	28µM*	1%	6%	-3%
Cc1nnc(N2CCN(c3ccccc3)CC2)c2c1nnn2Cc1ccc(F)cc1	2%	nt	6%	1%	nt	-13%	nt	-5%
CCOP1(=O)C=C(C(C)(C)C)OC1c1ccc(F)cc1 (stereo unspecified)	-1%	-5%	7%	0%	10%	-3%	nt	-8%
NC(=O)CSc1nnc(-c2cc(-c3cccs3)nc3ccccc23)o1	0%	0%	?	-5%	?	-23%	nt	10%
O=C(Nc1ccc(N2CCOCC2)c(Cl)c1)c1ccc(F)cc1	-19%	5%	-3%	-2%	9%	-14%	?	-11%
Cc1cccc(N2CCN(C(=O)Cn3cccc3C(=O)c3ccccc3)CC2)c1C	11%	-1%	0%	0%	0%	-22%	nt	?
Cc1ccc(S(=O)(=O)NNC2=NS(=O)(=O)c3ccccc32)c(C)c1	2%	1%	-9%	0%	10%	-9%	nt	-15%
COC(=O)c1ccc(CNC(=O)COC(=O)c2ccc(N(C)C)cc2)cc1	-5%	0%	2%	-1%	8%	-1%	-14%	?
CCCN(CCC)C(=O)Cc1coc2ccc3ccccc3c12	-1%	0%	5%	-2%	3%	-14%	nt	?
Cc1ccc(NC(=O)C(Cc2ccccc2)NC(=O)OCc2ccccc2)cc1C (stereo unspecified)	0%	-13%	-7%	1%	3%	-7%	6%	3%
O=C(Nc1c(C(=O)Nc2cccc(F)c2)oc2ccccc12)c1cc2ccccc2o1	-3%	nt	?	0%	nt	-19%	nt	15%
COC(=O)c1cc2c(cc1[N+](=O)[O-])OCO2	-3%	1%	-4%	-1%	-1%	-7%	nt	-9%
Cc1nnc(NC(=O)CSc2nc(N)c(NC(=O)c3cccs3)c(=O)[nH]2)s1	4%	4%	0%[0.0958 µM]	0%	nt	-1%[0.0958 µM]	nt	nt
O=C(O)c1ccc(NS(=O)(=O)c2cccc3cccnc23)cc1	-11%	2%	?	-4%	-3%	-12%	nt	-10%
C=CCn1c(C2CCCCC2)n[nH]c1=S	-1%	0%	7%	-2%	6%	-1%	1%	-10%
CNC(=S)Nc1ccc(-c2nc3ccc(C)cc3s2)cc1	0%	17%	?	-1%	?	?	4%[11.4 µM]	15%
Cc1onc(-c2c(Cl)cccc2Cl)c1C(=O)NCCc1ccc(S(N)(=O)=O)cc1	-27%	-9%	-4%	3%	3%	-4%	nt	4%
CC(C)(C)CC(=O)NCc1cccs1	-7%	4%	3%	0%	10%	-8%	5%	-9%
Cc1ccc(-n2nc(C)c(C3(O)C(=O)N(C)c4ccccc43)c2N)cc1 (stereo unspecified)	-2%	1%	0%	-3%	3%	6%	12%	4%
Cc1nc(N2CCN(S(=O)(=O)c3ccc(Br)cc3)CC2)c2c(C)c(C)sc2n1	-11%	-3%	-2%	-1%	-13%	-6%	-9%	-7%
COc1ccccc1NC(=O)CSc1nc(N)cc(N)n1	-7%	6%	-1%	-1%	-3%	-5%	nt	-8%
CC1(C)C(N(O)C(=O)Nc2ccccc2)N(c2cccc(Cl)c2)C(=O)N1O (stereo unspecified)	-4%	-2%	-2%	-4%	-3%	-3%	4%	-3%
Nc1ccc(N(c2ccccc2)c2ccc(N)cc2)cc1	-1%	11%	-2%	0%	8.9µM*	?	?	?
COCCNC(=O)C(c1ccc(C)o1)N(C(=O)Cn1nnc2ccccc21)c1ccccc1 (stereo unspecified)	-1%	11%	8%	-1%	3%	-2%	3%	-5%

Full records from above:
Entry for `Nc1ccc(N(c2ccccc2)c2ccc(N)cc2)cc1` = TRb-SRC2 inh = -1%; GLA spleen mod = 11%; Tau fibril FP = -2%; TR SRC2 fluor cs = 0%; ALDH1A1 inh = 8.9µM*; Tau fluor cs = ?; L3MBTL1 inh = ?; Tau fibril ThT = ?
Entry for `Cc1cccc(N2CCN(C(=O)Cn3cccc3C(=O)c3ccccc3)CC2)c1C` = TRb-SRC2 inh = 11%; GLA spleen mod = -1%; Tau fibril FP = 0%; TR SRC2 fluor cs = 0%; ALDH1A1 inh = 0%; Tau fluor cs = -22%; L3MBTL1 inh = nt; Tau fibril ThT = ?
